Assay outcomes (PubChem BioAssay)
Cdc42 wt GTP = changes GTP binding to wildtype human Cdc42. actives 0.2% (n = 190,000). percent activity (GTP binding), % at 10 µM. AID 761. P60953. GST-Cdc42 beads, Bodipy-GTP binding, flow cytometry; actives lie on both sides;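 active = percent activity GTP binding at least 20 points away from the 100% baseline, either down as inhibitor or up as activator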;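 note: median bead fluorescence of bound Bodipy-FL-GTP at 100 nM; 0% = excess unlabeled GTP control and 100% = no compound control; below 100% means less GTP binding so inhibitor and above means activator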
Target sequence (P60953 whole entry, looked up): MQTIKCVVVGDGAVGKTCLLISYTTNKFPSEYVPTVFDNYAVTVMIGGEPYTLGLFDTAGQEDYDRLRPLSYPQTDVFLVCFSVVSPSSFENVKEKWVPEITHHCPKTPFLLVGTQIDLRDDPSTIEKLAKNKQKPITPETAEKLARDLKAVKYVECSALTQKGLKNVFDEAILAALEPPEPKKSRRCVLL
Rac1 act GTP bind = human Rac1 activated mutant GTP binding change; P63000; GST-Rac1 activated beads, fluorescent GTP binding, flow cytometry; actives lie on both sides; 100% means binding = to untreated wells; percent activity (GTP binding), % at 10 µM; actives 0.11% (n = 190,000); AID 764;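 active = GTP binding at least 20 percentage points away from the 100% baseline, in either direction, so actives lie on both sides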
Bcl-XL Bim block = disrupts Bim peptide binding to human Bcl-XL; Q07817; bead flow cytometry, fluorescence; inhibition, % at 10 µM; actives 0.04% (n = 190,000); AID 1007
Target sequence (Q07817 whole entry, looked up): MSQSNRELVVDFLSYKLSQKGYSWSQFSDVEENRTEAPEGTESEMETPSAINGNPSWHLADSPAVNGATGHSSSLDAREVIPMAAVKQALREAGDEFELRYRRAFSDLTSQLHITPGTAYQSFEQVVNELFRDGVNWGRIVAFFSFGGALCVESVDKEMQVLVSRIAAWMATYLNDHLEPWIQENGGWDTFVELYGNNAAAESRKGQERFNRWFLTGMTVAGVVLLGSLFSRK
Rab2A wt mod = changes GTP binding to wildtype dog Rab2A, up or down; actives 0.19% (n = 190,000); GST-Rab2 wt beads, Bodipy-GTP binding, flow cytometry; P61105; GTP binding activity, % at 10 µM;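 active = GTP binding activity at least 20 points away from 100%, either lowered or raised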;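 note: 0% = beads with excess unlabeled GTP and 100% = no-compound control corrected for plate trend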
Bim-Bcl-W = disrupts Bim peptide binding to human Bcl-W | bead-based flow cytometry | inhibition, % at 10 µM | actives 0.02% (n = 190,000);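 note: 0% = bound tracer without compound and 100% = peptide blocker; higher means less fluorescent Bim peptide bound to Bcl-W beads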
Bcl-2 Bim block = inhibitors of Bim-Bcl-2 interaction, human | P10415 | Bead-based flow cytometry, Bim peptide-Bcl-2 binding | inhibition, % at 10 µM | actives 0.06% (n = 190,000); in the data active = inhibition above about 40%;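 note: 0% = no compound wells with probe peptide and 100% = reference peptide inhibitor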
Target sequence (P10415 whole entry, looked up): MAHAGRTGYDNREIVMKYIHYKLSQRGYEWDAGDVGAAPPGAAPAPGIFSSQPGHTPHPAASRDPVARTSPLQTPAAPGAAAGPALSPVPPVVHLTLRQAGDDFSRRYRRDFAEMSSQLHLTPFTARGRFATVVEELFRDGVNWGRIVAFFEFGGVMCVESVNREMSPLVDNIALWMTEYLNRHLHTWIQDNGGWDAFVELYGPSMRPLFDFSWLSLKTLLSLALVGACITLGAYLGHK
HRas wt GTP = changes GTP binding to wildtype human HRas | GTP binding activity, % at 10 µM | actives 0.14% (n = 190,000) | P01112 | GST-Ras wt beads, Bodipy-FL-GTP binding, flow cytometry; actives lie on both sides | AID 759;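 active = GTP binding activity at least 20% away from the 100% baseline, either lowered as inhibitor or raised as activator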;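 note: 0% = unlabeled GTP competition control and 100% = no-compound control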
Target sequence (P01112 whole entry, looked up): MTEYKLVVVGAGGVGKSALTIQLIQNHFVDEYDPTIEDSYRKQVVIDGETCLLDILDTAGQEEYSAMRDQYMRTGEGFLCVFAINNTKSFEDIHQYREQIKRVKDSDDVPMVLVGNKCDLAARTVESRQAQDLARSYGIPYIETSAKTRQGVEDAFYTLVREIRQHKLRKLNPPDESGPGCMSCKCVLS
Rab7 wt modul = dog Rab7 wildtype GTP binding, inhibitors and activators. GST-Rab7 beads, fluorescent GTP binding, flow cytometry; actives lie on both sides; untreated = 100%, excess cold GTP = 0%. GTP binding activity (percent of control), % at 10 µM. actives 0.055% (n = 190,000). AID 758;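 active = fluorescent GTP binding to Rab7 beads changed by at least 20 points from the 100% baseline, either direction, mostly lower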;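 note: median green fluorescence of bound Bodipy-FL-GTP per Rab7 bead population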
Bim-Bfl-1 = disrupts Bim binding to human Bfl-1; actives 0.12% (n = 190,000); Q16548; inhibition, % at 10 µM; Bead-based flow cytometry, Bim-Bfl-1 binding inhibition; AID 1008;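 note: 0% = wells without compound plus tracer and 100% = blocker peptide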
Rac1 wt GTP bind = modulators of human Rac1 wildtype GTP binding. P63000. GST-Rac1 beads, fluorescent GTP binding, flow cytometry; actives lie on both sides; 0 = cold GTP competed, 100 = untreated. GTP binding activity (% of control), % at 10 µM. actives 0.27% (n = 190,000). AID 757;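 active = GTP binding activity at least 20 points away from the 100% control level, either lower or higher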
Bcl-B Bim block = inhibitors of Bim-Bcl-B interaction, human | Q9HD36 | bead-based flow cytometry, Bim peptide-Bcl-B binding | inhibition, % at 10 µM | actives 0.073% (n = 190,000) | AID 951;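 note: 0% = tracer peptide without compound and 100% = reference inhibitor peptide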
* marks the source's active call; other numbers are inactive results. Cut-off read from the data, not from the text of the source, unless noted: active = inhibition above about 40%.

SMILES	Cdc42 wt GTP	Rac1 act GTP bind	Bcl-XL Bim block	Rab2A wt mod	Bim-Bcl-W	Bcl-2 Bim block	HRas wt GTP	Rab7 wt modul	Bim-Bfl-1	Rac1 wt GTP bind	Bcl-B Bim block
Cc1ccc(C)c(NC(=O)Cc2ccc(S(=O)(=O)N3CCCCC3)s2)c1	98	95	-1	98	-2	1	100	99	1	104	-1
COc1cc(C)c(/C=C(\C#N)C(=O)Nc2ccc(C)cc2)cc1C(C)C	97	94	-4	94	-7	0	93	98	-1	97	-8
C(=N\Nc1nc(N2CCOCC2)nc(N2CCOCC2)n1)/c1ccncc1	102	102	0	102	0	4	103	101	0	107	-1
Cc1ccc(CSc2ncnc3c2cnn3Cc2ccccc2)cc1	94	92	-7	93	0	-14	95	96	-12	92	-9
C=CCn1c(C)nc2ccccc2c1=O	96	98	0	98	-3	-3	98	98	-10	101	-1
CN(C)/N=C/c1ccc(OC(=O)c2cccc([N+](=O)[O-])c2)cc1	93	99	1	94	0	0	95	97	-4	101	-3
CCc1cc2c(=O)c(-c3ccc(F)cc3)c(C)oc2cc1OCC(=O)O	102	92	-1	92	2	-4	95	89	-5	95	-1
O=C(c1sc2cc([N+](=O)[O-])ccc2c1Cl)N1CCCCC1	98	96	-14	95	-5	-3	98	98	-14	103	-15
Cn1c(=O)c2c(nc(N3CCOCC3)n2CCCNC2=NCCCCC2)n(C)c1=O	104	98	-3	100	0	-1	100	100	-10	107	-4
CC(C)Oc1ccc(C(=O)NC(=S)N2CCOCC2)cc1	104	102	-3	103	0	1	103	102	9	104	-15
CCCc1nc2ccccc2c(C(=O)OC2CCOC2=O)c1CC (stereo not given)	100	99	-3	102	2	-11	100	102	-13	102	-7
CC(=O)c1cccc(NC(=O)CCS(=O)(=O)c2cccc3nsnc23)c1	103	99	-7	102	2	-3	102	100	15	103	-25
COCCCNC(=S)NNC(=O)C1CC1c1ccc(C(C)(C)C)cc1 (stereo not given)	96	92	3	93	2	0	94	93	6	96	0
CCOC(=O)C(C)(C)NS(=O)(=O)c1ccc(Cl)c([N+](=O)[O-])c1	104	98	-5	100	-2	-1	99	97	4	103	0
CCSc1nnc(-c2cccc(S(=O)(=O)N(C)C)c2)n1-c1cc(OC)ccc1OC	95	95	-19	94	0	-9	97	97	-10	99	-5
CC1CCCC(C)N1NC(=S)Nc1ccc(OC(F)F)cc1 (stereo not given)	103	104	-1	102	-1	2	104	104	8	109	-1
O=c1[nH]c(/C=C\c2cccnc2)c([N+](=O)[O-])c(=O)[nH]1	93	91	1	93	1	1	93	101	-6	91	-2
CNc1oc(-c2ccccc2Cl)nc1C#N	96	95	2	100	3	0	100	100	0	97	2
COC(=O)c1cnn(C(=O)c2cc(OC)ccc2Br)c1N	104	102	-2	98	-1	-1	103	99	-1	104	-4
COc1cc(-c2nc(-c3ccc4c(c3)-c3ccccc3S4(=O)=O)c(-c3ccccc3)[nH]2)cc(OC)c1OC	101	98	-4	100	6	-6	100	101	-12	102	-6
Cc1ccc(NS(=O)(=O)c2ccc3c(c2)NC(=O)CC(=O)N3)cc1C	98	98	-1	96	6	6	97	94	0	96	0
COc1cccc(C2CC(c3ccccc3C)n3nc(N)nc3N2)c1 (stereo not given)	99	97	-1	98	0	-4	99	94	-7	99	-5
CCc1ccc2oc(=O)cc(CN3CCOCC3)c2c1	104	97	4	103	2	-7	102	105	-8	106	-5
Cc1csc(Nc2ccccc2)[n+]1C	98	99	-4	97	-2	-5	99	99	-2	102	-34
O=C(CCC(=O)Nc1ccccc1)NNC(=O)CCc1ccccc1	95	95	-1	95	-2	0	95	95	0	98	-3
C/C(=N\Nc1ccc(S(=O)(=O)Nc2ccccc2)cc1[N+](=O)[O-])c1ccc(N2CCOCC2)cc1	96	93	-1	98	0	-3	98	101	-5	98	-2
Cc1c(C2C(C#N)=C(N)OC3=C2C(=O)CCC3)cnn1C (stereo not given)	102	99	-5	100	-3	-3	102	102	0	102	-3
Cc1ccc(S(=O)(=O)N2CCCCC2)cc1NC(=O)Cn1c(=O)cnc2ccccc21	99	95	1	101	-1	-1	97	103	-6	99	-6
c1cnc(N2CCN(c3cnccn3)CC2)nc1	97	97	-1	95	-1	0	96	93	0	99	2
O=C(Nc1ccc(Cl)cc1)NC1CCCc2ccccc21 (stereo not given)	101	98	-6	97	-1	-5	101	98	-10	100	-7
COc1ccc(C(=O)N/N=C(/C)c2ccc(N3CCCCC3)cc2)cc1	99	99	0	93	0	-3	99	103	-4	105	2
O=C(CN1CCCC1)Nc1ccc(NC(=O)Nc2ccccc2Cl)cc1	101	99	-11	100	-2	-7	99	100	-8	102	-6
Fc1ccc2nc(N3CCOCC3)sc2c1	97	93	0	98	0	4	95	103	6	94	0
N#Cc1c(N2CCCC(O)C2)nc(N)c2c(N)nc3c(c12)CC(=O)N3C12CC3CC(CC(C3)C1)C2 (stereo not given)	96	98	3	99	2	1	98	100	8	97	0
c1coc(CNc2c3c(nc4ccccc24)CCC3)c1	103	103	-5	102	0	-9	103	104	-11	108	-4
COC(=O)C1=C(C)NC(=O)CC1c1ccc(F)c(Br)c1 (stereo not given)	99	100	-10	99	-1	-6	99	95	-20	105	-7
CCC1(CC)Cc2ccccc2-c2nc(NCCO)[nH]c(=O)c21	101	97	-6	100	-4	-1	102	96	0	105	-5
O=C1CCC2(CC1)NC(=O)N(c1ccccc1)N2	99	99	-3	97	-1	-2	95	92	-4	100	1
Cc1ccc(C)c(Cn2nnc3c(=O)[nH]c(C4CCCN(C(=O)C5CCCCC5)C4)nc32)c1 (stereo not given)	101	97	0	101	0	0	101	94	0	100	-1
CC(=O)Nc1ccc(OC(=O)c2cccs2)cc1	97	92	4	94	-1	-5	92	96	-6	94	-13
Cc1cc(NC(=O)CSc2nnc(COc3ccccc3)n2Cc2ccco2)no1	103	99	-3	100	2	-3	103	101	-11	103	-3
Cc1ccc(-c2csc(CC(N)=O)n2)cc1	96	92	1	97	3	4	95	102	1	95	0
O=C(Nc1ccccc1-c1ccccc1)NC1CC2CCCC(C1)N2CCc1ccccc1 (stereo not given)	100	98	-6	100	-5	-5	101	104	-8	103	-8
CC(=O)c1ccc(N2CCN(c3ccc(S(=O)(=O)N4CCN(C)CC4)cn3)CC2)cc1	102	97	-4	102	0	-6	99	102	-13	102	-8
COC(=O)C1=C(COc2ccc(F)cc2)NC(=O)NC1c1ccc(C)cc1C (stereo not given)	106	101	-2	105	0	0	106	106	-2	105	0
CC(OC(=O)c1nsc(Cl)c1Cl)C(=O)NCc1cccs1 (stereo not given)	101	96	1	103	0	1	101	104	0	99	2
CCOc1ccc(C(=O)Nc2ncccc2Cl)cc1	96	96	-1	98	0	-1	97	102	-7	94	-2
CCOC(=O)C1(Cc2ccccc2)CCN(Cc2ccc(COC)o2)CC1	98	95	-6	101	-3	-6	99	108	-9	101	-2
O=C(CSc1cc(Cl)ccc1Cl)NCC1CCCO1 (stereo not given)	108	103	-6	108	-5	0	107	104	0	108	-1
O=C(COC(=O)c1ccccc1)NCC1CCCO1 (stereo not given)	99	98	-4	101	0	-8	101	101	-12	102	-6
More structures follow:
SMILES	Cdc42 wt GTP	Rac1 act GTP bind	Bcl-XL Bim block	Rab2A wt mod	Bim-Bcl-W	Bcl-2 Bim block	HRas wt GTP	Rab7 wt modul	Bim-Bfl-1	Rac1 wt GTP bind	Bcl-B Bim block
Cc1nn(C)c(Cl)c1CN1CCC(CO)(CC2CCCCO2)CC1 (stereo not given)	97	94	-5	97	-2	-1	102	103	-6	102	-5
Cc1cc(NC(=S)N(CCCN2CCN(C)CC2)Cc2ccco2)ccc1Cl	96	95	2	96	0	2	93	96	4	95	-1
CC1(C)CC(=O)c2cc(OCC(=O)NCCN3CCOCC3)ccc2O1	103	102	-12	100	-8	-17	100	100	-23	103	-10
COc1cccc(/C=C2/SC(=O)N(C)C2=O)c1OCc1ccc(C(=O)O)cc1	93	93	2	97	-2	0	96	104	-5	97	2
COc1ccc(C)cc1NC(=O)Nc1cnccn1	94	89	-7	97	-2	-3	96	107	-5	96	-5
CCN(CC(=O)Nc1c(F)cccc1F)C(=O)CCc1ccc(OC)cc1	96	97	-3	98	0	-3	98	108	-4	97	-1
CCOc1ccc(C(=O)/C=C/c2ccccc2C(F)(F)F)cc1	93	91	-2	92	0	-9	94	95	-13	90	-9
CCOC(=O)C1CCN(C(=O)Cn2cccc2C(=O)c2ccccc2)CC1	102	98	-5	99	2	-14	103	102	-12	106	-28
CCOC(=O)c1oc2ccccc2c1CSc1nnc(-c2ccco2)o1	101	99	-8	102	-4	5	100	102	-1	104	-5
O=C(NC1CCCC1)c1cccnc1N1CCCCCC1	103	96	-2	100	-2	-1	104	106	-2	101	0

Some values from the list.
For HRas wt GTP, `CC1(C)CC(=O)c2cc(OCC(=O)NCCN3CCOCC3)ccc2O1` has the entry 100
For Bcl-B Bim block, `COc1cccc(/C=C2/SC(=O)N(C)C2=O)c1OCc1ccc(C(=O)O)cc1` has the entry 2

Next section.
SMILES	Cdc42 wt GTP	Rac1 act GTP bind	Bcl-XL Bim block	Rab2A wt mod	Bim-Bcl-W	Bcl-2 Bim block	HRas wt GTP	Rab7 wt modul	Bim-Bfl-1	Rac1 wt GTP bind	Bcl-B Bim block
O=C(CN(Cc1ccccc1)S(=O)(=O)c1ccc2c(c1)OCCO2)N/N=C/c1ccc(F)cc1	99	98	4	97	1	-3	98	96	-2	99	-1
Cc1[nH][nH]c(=O)c1C=NCc1ccc(Cl)cc1	93	95	-3	97	-2	-4	99	102	-6	98	-5
COc1cc(C=O)c(Br)cc1OCC(=O)NCCc1ccccc1	96	97	-3	96	0	-2	97	102	-5	99	-2
O=C(Nc1ccc(C#Cc2ccccc2)cc1)C1CC1	100	99	3	100	2	1	98	101	0	99	0
Cn1c(=O)cc(OCC(=O)N2CCCc3ccccc32)c2ccccc21	102	99	-5	100	-1	-4	101	100	-10	101	-5
COc1ccc(-n2c(SCC(=O)NCC3CCCO3)nc3ccccc32)cc1 (stereo not given)	105	97	-2	98	1	-4	101	101	-5	104	-4
CN(C)S(=O)(=O)c1ccc(C(=O)N2CCN=C2SCc2cccnc2)cc1	100	99	-4	100	0	-7	102	100	-12	103	-7
O=C(CC(NS(=O)(=O)c1ccc(Cl)cc1)c1ccco1)NCc1cccnc1 (stereo not given)	104	100	-6	101	-3	-11	101	97	-16	105	-8
CC1=NN(c2nc(-c3ccc(C)cc3)cs2)C(=O)C1N=Nc1ccccc1O (stereo not given)	86	85	0	86	2	3	88	93	-3	87	0
Cc1csc(NC(=O)CSc2ncn(-c3ccccc3)n2)n1	97	97	5	100	3	2	98	99	1	98	4
Clc1ccc(-n2nnnc2-c2cnc(-c3ccncc3)nc2-c2cccs2)cc1	99	98	-3	100	-4	-4	101	99	0	101	-5
O=C(Cc1ccc(F)cc1)N1CCC(N2CCC(C(=O)N3CCOCC3)CC2)CC1	94	93	-6	97	-6	-1	94	99	0	95	0
